# Compound activity as filed in PubChem BioAssay.
# PfHsp90 yeast 2: inhibits growth of yeast expressing Plasmodium falciparum Hsp90 | AID 504621 | inhibition, % at 9.4 µM | actives 0.32% (n = 310,000) | S. cerevisiae expressing PfHsp90, BacTiter-Glo ATP, 48 h; yeast lacking PDR1 and PDR3 efflux regulators;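 active = every replicate shows inhibition above about 80%, whatever the replicate mean, limit read from the data; inconclusive = mean inhibition reaches the set limit but some replicate falls short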;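 note: 0% = DMSO neutral controls and 100% = 20 µM radicicol positive controls; yeast relying on Plasmodium falciparum Hsp90 in place of its own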
# PvdQ inh: blocks Pseudomonas aeruginosa PvdQ acylase activity. actives 0.063% (n = 340,000). AID 488965. inhibition, % at 10 µM. purified PvdQ acylase, fluorescence plate reader; in the data active = inhibition above about 30%, passing the limit was not always enough; inconclusive = no clear call, values can overlap the other calls;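 note: 0% = vehicle neutral wells and 100% = reference inhibitor wells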
# MITF act: increases MITF-driven TRPM1 promoter luciferase signal; SK-MEL-5 TRPM1-promoter luciferase, 24 h; % of positive control, neutral wells = 0; activation, % at 12.5 µM; actives 0.75% (n = 300,000); AID 588334;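 active = mean activation of at least 80% with every replicate also reaching 80%; inconclusive = mean reaches 80% but some replicate falls short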;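 note: 0% = neutral control wells and 100% = parthenolide positive control wells; values of inactives mirror those of a sister screen read the other way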
# SR-BI uptake up: SR-BI HDL lipid transfer activation; actives 0.096% (n = 320,000); AID 504775; activation, % at 12.5 µM; CHO ldlA[mSR-BI] cells, DiI-HDL uptake fluorescence, 3 h; 100 = double the neutral-control signal;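 active = mean replicate activation of at least 60% and every replicate at or above 60%; inconclusive = mean or all-replicate condition met, but not both; inactive = mean below 60% and not all replicates reaching 60%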;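 note: 0% = median plate neutral-control signal and 100% = twice that signal; values of inactives mirror those of a sister screen read the other way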
#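 Assay system: CHO ldlA[mSR-BI] cells, LDL receptor-null, SR-BI overexpressing; medium: Ham's F12 with 0.5% BSA, HEPES 25 mM, pH 7.4; also added: DiI-HDL 10 µg/mL; timing: 3 h uptake period with compound, 37 °C; signal: DiI fluorescence, bottom read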
# SR-BI DiI inh: inhibitors of mouse SR-BI mediated HDL lipid uptake. actives 0.96% (n = 320,000). ldlA[mSR-BI] CHO cells, DiI-HDL uptake fluorescence, 3 h. AID 488896. Q61009. inhibition, % at 12.5 µM;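 active = mean replicate inhibition of at least 70% and a set share of replicates each scoring 70 or more; inconclusive = meets just one of the two criteria; inactive = fails both criteria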;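 note: 0% = median of neutral control wells and 100% = median of positive control wells; values of inactives mirror those of a sister screen read the other way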
# Target sequence (Q61009 whole entry, looked up): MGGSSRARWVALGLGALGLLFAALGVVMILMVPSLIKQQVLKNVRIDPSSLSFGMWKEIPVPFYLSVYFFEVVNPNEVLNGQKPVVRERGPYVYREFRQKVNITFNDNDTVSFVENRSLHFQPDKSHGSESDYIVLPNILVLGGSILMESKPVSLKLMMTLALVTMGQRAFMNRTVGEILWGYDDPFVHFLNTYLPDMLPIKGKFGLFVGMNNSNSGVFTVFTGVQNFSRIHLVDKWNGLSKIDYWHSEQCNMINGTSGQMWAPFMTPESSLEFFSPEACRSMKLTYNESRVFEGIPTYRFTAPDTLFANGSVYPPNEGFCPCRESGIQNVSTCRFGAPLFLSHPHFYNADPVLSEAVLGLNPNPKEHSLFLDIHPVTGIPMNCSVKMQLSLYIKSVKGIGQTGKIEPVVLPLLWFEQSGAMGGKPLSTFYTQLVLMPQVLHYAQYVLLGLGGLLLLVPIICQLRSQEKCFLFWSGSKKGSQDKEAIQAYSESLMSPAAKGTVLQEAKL
# CAL PDZ FP-1: CAL PDZ (human) peptide binding inhibition. Q9HD26. purified CAL PDZ, TMR-peptide fluorescence polarization, 1 h. inhibition, % at 24.9 µM. actives 0.92% (n = 300,000). AID 602252;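 active = mean inhibition of at least 30% with at least half of replicates also reaching 30%; inconclusive = no clear call, values can overlap the other calls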;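 note: 0% = DMSO neutral control and 100% = excess unlabeled competitor peptide PRC23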
# NSD2 inh: inhibitors of human histone methyltransferase NSD2; inhibition, % at 12.5 µM; O96028; AID 743445; actives 0.54% (n = 310,000); NSD2 peptide methylation, AlphaScreen, 120 min; in the data active = inhibition above about 50%
# Rtt109 Vps75: C. albicans Rtt109 histone acetyltransferase inhibition; purified Rtt109/Vps75, ThioGlo CoA-SH fluorescence, 4 h; inhibition, % at 34.9 µM; AID 540336; actives 0.16% (n = 330,000);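 active = inhibition of at least 50% in every replicate; inconclusive = best replicate reaches 50% inhibition but some replicates fall short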
# Target sequence (Q5AAJ8 whole entry, looked up): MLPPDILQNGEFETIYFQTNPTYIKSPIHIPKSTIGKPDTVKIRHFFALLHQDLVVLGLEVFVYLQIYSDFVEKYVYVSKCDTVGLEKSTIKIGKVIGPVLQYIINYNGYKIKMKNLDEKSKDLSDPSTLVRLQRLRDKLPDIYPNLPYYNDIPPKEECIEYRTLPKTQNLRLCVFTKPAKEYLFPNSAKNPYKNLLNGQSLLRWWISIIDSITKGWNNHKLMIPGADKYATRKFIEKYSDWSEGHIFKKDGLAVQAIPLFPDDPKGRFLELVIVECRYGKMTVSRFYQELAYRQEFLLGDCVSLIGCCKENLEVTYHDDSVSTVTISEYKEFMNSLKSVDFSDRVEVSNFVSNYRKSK
# CAL PDZ FP-2: inhibitors of human CAL PDZ peptide binding; actives 0.02% (n = 330,000); AID 504414; purified CAL PDZ, TMR-peptide fluorescence polarization, 1 h; inhibition, % at 20 µM;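 active = highest replicate inhibition of at least 40%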;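 note: plate controls were DMSO neutral control wells for no effect and unlabeled competitor peptide control wells for full effect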
#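 System: purified tagged CAL PDZ domain construct (CerCALP). Schedule: 1 h incubation at room temperature before polarization reading. Medium: 25 mM sodium phosphate pH 7.4, 150 mM NaCl, TCEP, IgG, Thesit. Read-out: percent inhibition from loss of millipolarization. Measured by: FP readout, S and P plane fluorescence. Probe or stimulus: fluorescent TMR peptide probe.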
# dFosB activator: mouse delta FosB homodimer activation | purified delta FosB, TAMRA-CDK5 oligo fluorescence polarization; percent of positive-control signal above neutral wells | activation, % at 25 µM | actives 0.99% (n = 340,000);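 active = mean activation above about 17%, with every replicate also reaching it, limit read from the data, passing the limit was not always enough; inconclusive = only one of the two conditions met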;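 note: fluorescence polarization rise as delta FosB binds a TAMRA Cdk5 AP-1 oligo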
# Numbers without * were called inactive; ? = inconclusive; . = not tested or not shown.
cpd	molecule	PfHsp90 yeast 2	PvdQ inh	MITF act	SR-BI uptake up	SR-BI DiI inh	CAL PDZ FP-1	NSD2 inh	Rtt109 Vps75	CAL PDZ FP-2	dFosB activator
1	Cc1ccc(NS(=O)(=O)c2ccc(N/N=C/c3ccncc3)c([N+](=O)[O-])c2)c(C)c1	-3.7	9.1	8.7	-15.1	15.1	-2.1	-2.6	8.6	-0.4	-3.9
2	CC(C)CNC(=O)c1cc(-c2ccc3c(c2)OCO3)on1	-12.2	-1.5	.	11.2	-11.2	3.6	-0.5	-0.7	-1.4	0.9
3	Cn1c(=NC(=O)COc2ccccc2)sc2cccc(F)c21	-26.2	-13.4	63.3	.	.	-1.2	2.3	-2.6	-0.8	-4.5
4	COc1cccc(OCC(O)CN2CCC(Cc3ccccc3)CC2)c1 (stereo unspecified)	-35.3	-5.5	3.7	12.9	-12.9	1.0	.	?	-1.8	-7.4
5	Cc1ccc(SCCCCN2CCOCC2)cc1	-2.6	-15.6	20.5	-4.3	4.3	0.9	0.8	-1.9	-0.4	-4.6
6	CCOC(=O)c1nn(-c2ccc(F)cc2)c(=O)cc1OCC(=O)Nc1ccc(F)c(F)c1	.	-6.4	-10.3	-2.8	2.8	-0.3	-1.0	-0.7	-2.5	-1.3
7	CCOc1cc(C2C3=C(CC(C)(C)CC3=O)N(CCOC)C3=C2C(=O)CC(C)(C)C3)ccc1O	-5.8	-8.1	-9.2	13.4	-13.4	3.9	0.3	4.1	1.0	0.5
8	CCNC(=O)NC(=O)CN(C)c1ccccc1	.	-1.6	3.5	21.6	-21.6	7.0	20.6	-1.4	-1.6	0.3
9	Cc1ccc(NC(=O)NNC(=O)COc2ccc([N+](=O)[O-])cc2)cc1C	-29.2	-12.3	-1.6	5.6	-5.6	.	-0.3	-3.9	-0.6	31.9*
10	Cn1c(SCC(=O)Nc2ccc(N3CCOCC3)cc2)nnc1C1CC1	0.6	-8.1	8.1	23.5	-23.5	21.2	-1.3	3.5	-1.8	-2.4
11	NS(=O)(=O)c1ccc(CNC(=O)C2(c3ccc(Cl)cc3)CC2)cc1	1.0	-4.7	5.0	13.7	-13.7	-4.6	-1.3	1.3	-1.0	-1.0
12	COc1ccc(C(NC(=O)C(C)C)c2ccc3cccnc3c2O)cc1 (stereo unspecified)	60.5	4.4	-76.7	-0.8	0.8	-8.1	34.6	.	0.1	-10.2
13	Cc1ccc2nc(Cl)c(CNCc3ccccc3)cc2c1	-7.2	-1.3	2.3	9.2	-9.2	2.7	-5.6	-6.0	-1.7	-11.3
14	COc1ccccc1NC(=O)COC(=O)c1cc(C)nc2ccccc12	8.6	-9.2	-6.3	-18.8	18.8	-6.0	1.2	1.3	-2.0	-6.8
15	COc1ccc(-c2nnc(SCC(=O)Nc3ncc(C(F)(F)F)cc3Cl)n2CC(C)C)cc1	-8.7	-7.1	-4.2	-25.0	25.0	-5.0	32.7	-0.9	-2.4	-7.1
16	COc1ccc(N2CCN(c3nc(-c4cccs4)nc4ccccc34)CC2)cc1	-12.9	-2.0	42.3	-56.8	56.8	-0.7	-1.8	-10.5	-0.7	-10.7
17	Cc1ccc(CN(C)C(=O)c2ccccc2Sc2ccccc2C#N)cc1	0.9	-12.0	8.3	-65.5	65.5	1.2	16.7	5.4	-1.7	-10.8
18	Nc1ccc2nc(-c3cccs3)[nH]c2c1	2.0	-9.6	58.5	-12.2	12.2	-2.7	0.1	1.0	0.1	-7.5
19	CCC(=O)Nc1ccc2c(c1)Cc1cc([N+](=O)[O-])ccc1-2	-13.6	4.1	92.8*	-54.8	54.8	-3.7	-0.7	-0.5	-0.9	-2.4
20	CC(C)C[C@H]1CNC(=S)N1CC1CCN(CCC2CCCC2)CC1	-1.3	-2.9	5.5	-10.3	10.3	3.1	.	-5.8	0.2	5.8
21	O=C(NNC(=O)C1C2C=CC(C2)C1C(=O)O)c1ccccc1 (stereo unspecified)	-14.2	-5.9	6.9	19.8	-19.8	0.7	2.7	0.6	-1.8	-0.2
22	COc1ccc(N2C(=O)C3C4C=CC(CC4)C3C2=O)c([N+](=O)[O-])c1 (stereo unspecified)	.	-7.2	1.4	20.3	-20.2	-1.3	0.0	4.9	.	-2.1
23	COCCNc1nnc(SCC(=O)NC2CCCCC2)s1	-7.9	-9.2	-4.9	10.2	-10.2	.	0.6	-1.7	-0.1	1.0
24	COc1ccc(/C=C2\SC(=S)N(C(Cc3ccccc3)C(=O)O)C2=O)cc1 (stereo unspecified)	-29.9	2.0	4.0	1.7	-1.7	-6.9	13.3	4.1	.	-7.2
25	COc1cccc(CNC(=O)COC(=O)c2cccc(S(=O)(=O)N3CCN(C(C)=O)CC3)c2)c1	-15.3	-15.5	5.0	-13.5	13.5	.	1.8	-6.0	-0.8	-10.3
26	COc1cc(C(C)=O)ccc1OCC(=O)NCCCn1nc(C)cc1C	-1.5	11.5	12.9	6.5	-6.5	-13.5	-0.9	6.8	0.2	-24.6
27	Cn1ccc(/C=N/N=C2/NC(=O)CS2)n1	4.2	11.4	.	4.0	-4.0	-0.6	-3.3	-8.5	-0.6	-7.1
28	c1cc2c(cc1-c1[nH]ncc1CN1C[C@H]3CC[C@H]1C3)OCO2	19.6	-4.5	-5.1	5.9	-5.9	-3.1	0.2	2.6	1.0	-4.6
29	CCOC(=O)N1CCN(C(=O)C2CCCN(Cc3nc(-c4ccc(Cl)cc4)oc3C)C2)CC1 (stereo unspecified)	8.5	-4.8	-40.2	-45.3	45.3	.	.	2.1	-0.5	-2.9
30	C=CCONC(=O)Cc1ccccc1	9.1	6.3	0.0	-14.5	14.5	-4.8	.	2.2	-3.0	-9.1
31	O=C(CNC(=O)c1cccc(F)c1)N/N=C/c1cccc([N+](=O)[O-])c1	-18.5	-12.6	7.8	-1.4	1.4	4.0	-2.1	4.1	-2.6	-7.7
32	CCCn1c(SCC(=O)N2CCCCC2)nc2c1c(=O)n(C)c(=O)n2C	-1.1	10.0	-7.5	22.1	-22.1	-5.3	-1.0	2.9	-2.1	-1.5
33	Cc1cc(NC(=O)OC(C)C)ccc1-c1ccc(NC(=O)OC(C)C)cc1C	0.2	6.6	-12.8	-40.7	40.7	-0.1	2.9	20.0	-0.1	-1.2
34	N#C/C(=C/c1ccc([N+](=O)[O-])cc1)C(=O)Nc1ccccc1O	-2.1	13.0	-1.2	-14.8	14.8	-1.3	5.1	1.0	-0.3	-8.3
35	CC1(C)C(c2cccs2)=NC(c2ccccc2)N1O (stereo unspecified)	3.7	-8.4	14.0	-14.9	14.9	-10.9	0.8	-8.7	-0.7	4.6
36	O=C(Nc1ccc2nccnc2c1)Nc1ccccc1Cl	-35.2	-12.1	53.1	-22.7	22.7	2.1	15.2	-12.8	-0.7	-3.6
37	COc1ccc(C2=NN(CCC(=O)NCc3cccs3)C(=O)CC2)cc1	1.6	-5.5	3.8	-3.1	3.1	-10.7	19.8	-7.4	-2.0	4.9
38	O=[N+]([O-])c1ccc(Cl)c(S(=O)(=O)Nc2cccc(S(=O)(=O)NC3=NCCC3)c2)c1	14.5	-13.1	-18.4	-6.3	6.3	2.6	6.5	-2.2	1.0	-3.0
39	CCOc1ccc(OCCOC(=O)C2CCN(S(=O)(=O)c3ccc(C)c(C)c3)CC2)cc1	15.1	5.7	7.5	16.7	-16.7	-3.6	0.0	-5.7	-1.4	-5.1
40	COc1ccc(CNCC(O)(c2ccc(Cl)cc2)c2ccc(Cl)cc2)cc1	28.6	-15.9	-5.2	-6.4	6.4	-10.1	-1.4	6.0	-0.2	21.0*
41	COc1ccc(F)cc1CN1CCN(CC(=O)N2CCc3ccccc32)CC1	-23.0	-16.4	-14.9	.	.	0.3	-1.3	9.1	-1.5	-7.2
42	CCn1c(C)nc2cc(C(=O)NN=Cc3ccccc3OC(F)F)ccc21	-20.0	-9.5	90.4*	-34.0	34.0	.	-0.2	-0.2	-0.6	-15.0
43	C/C(=N\NC(=O)c1cc(C)[nH]n1)C(C)(C)C	0.3	-2.4	-1.3	.	.	0.9	-1.7	-6.9	-1.8	2.0
44	COc1ccc(C(=O)CSc2ccccc2C(=O)O)cc1	-3.8	-8.9	-6.4	19.8	-19.8	-4.3	-2.7	4.4	-1.8	0.7
45	Cc1ccc(Nc2ccccc2)nn1	-19.1	1.0	.	21.4	-21.4	-6.0	-0.4	.	1.3	-5.0
46	O=C1CCCN1c1ccc(S(=O)(=O)N2CCC(c3ccccc3)CC2)cc1	.	-12.2	-18.4	1.5	-1.5	-2.6	-5.3	-2.0	.	-1.6
47	Cc1ccc(NC(=O)CSc2n[nH]c(-c3ccccn3)n2)cc1	-2.0	-13.7	-7.2	11.9	-11.9	-4.1	2.6	4.9	-1.9	-3.7
48	C=CCc1c(C)nc(-c2ccccc2)nc1N/N=C(\C)c1ccccc1	18.6	-6.2	29.6	0.5	-0.5	-6.3	-2.6	3.0	0.1	-9.6
49	CC(C)(C)c1ccc(/C=C2\Oc3cc(O)ccc3C2=O)cc1	3.6	-15.8	54.5	6.1	-6.1	3.0	-13.0	.	-2.2	-6.4
50	Cc1cc(C)nc(NS(=O)(=O)c2ccc(NC(=O)CCCN3C(=O)c4ccccc4C3=O)cc2)n1	7.9	4.0	-10.5	36.3	-36.3	1.7	-0.5	-3.6	-0.4	0.9

# The list goes on:
cpd	molecule	PfHsp90 yeast 2	PvdQ inh	MITF act	SR-BI uptake up	SR-BI DiI inh	CAL PDZ FP-1	NSD2 inh	Rtt109 Vps75	CAL PDZ FP-2	dFosB activator
51	O=C(NCC(c1ccco1)N1CCc2ccccc2C1)c1cccc(F)c1 (stereo unspecified)	.	-11.0	1.3	22.0	-22.0	-6.8	0.9	-5.6	-1.7	-3.1
52	NCCCC[C@H]1CN=C(N)N1CCc1cccc2ccccc12	-6.9	-2.7	-10.5	6.1	-6.1	-2.8	.	13.1	0.3	1.8
53	CC(C)CC(NC(N)=O)C(=O)Nc1ccc2c(c1)OCO2 (stereo unspecified)	8.2	-2.4	17.7	0.6	-0.6	.	5.4	-5.9	0.5	-9.9
54	COc1cc(SC)ccc1C(=O)NCCc1ccccc1	13.3	-7.2	79.0	14.8	-14.8	-0.9	-1.6	-2.9	-2.5	-2.1
55	CCOC(=O)c1c(NC2OC(=O)c3c2ccc(OC)c3OC)sc(C(=O)OC(C)(C)C)c1C (stereo unspecified)	-29.1	-1.3	31.3	10.6	-10.6	0.4	12.4	23.2	0.5	-9.4
